# FEN1 inhibitor: inhibitors of human flap endonuclease 1; Recombinant FEN1 flap cleavage, fluorescence, 15 min; Potency, µM (highest dose often 114 µM), inactives show at the top dose activity change, negative = inhibition, hits mostly inhibitors; 390,000 compounds, 0.35% hits; also: nearly all actives have a fitted effect of over 65% in size
# Target sequence (P39748 whole entry, looked up): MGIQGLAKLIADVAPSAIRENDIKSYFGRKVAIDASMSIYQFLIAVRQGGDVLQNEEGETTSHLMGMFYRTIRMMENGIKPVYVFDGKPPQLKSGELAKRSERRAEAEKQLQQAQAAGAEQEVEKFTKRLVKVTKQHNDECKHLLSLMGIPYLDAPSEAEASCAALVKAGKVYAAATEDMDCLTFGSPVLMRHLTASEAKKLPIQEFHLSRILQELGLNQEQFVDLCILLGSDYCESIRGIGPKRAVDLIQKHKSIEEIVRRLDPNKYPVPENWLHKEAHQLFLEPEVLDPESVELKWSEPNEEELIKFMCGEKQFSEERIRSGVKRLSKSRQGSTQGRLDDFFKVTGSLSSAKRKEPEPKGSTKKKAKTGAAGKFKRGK
#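 Quantitative HTS format: each compound was titrated, incubated with 10 nM nuclease for 15 min at room temperature, then challenged with flap substrate at 50 nM final. Signal change over 15 min gave concentration–effect curves.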
# GCN5L2 inh: inhibitors of human GCN5L2 histone acetyltransferase | Q92830 | GCN5L2 HAT assay, ThioGlo1 CoA-SH fluorescence | Potency, µM (doses to about 58.9 µM), for inactives: at the top dose activity change, negative = inhibition, most hits filed as inhibitors | 390,000 compounds, 0.21% hits
#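 Compounds, pin-transferred from DMSO stocks, meet 20nM GCN5L2 for 15 min before the reaction begins with H3(1-25) peptide (75uM) and acetyl-CoA (70uM). Thiol-reactive ThioGlo1 reports CoA release over 20 min at room temperature.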
# TDP1 cell CPT: growth inhibition of DT40 Tdp1-/-;hTDP1 cells with camptothecin (screen for TDP1 inhibitors); AID 686979; 420,000 compounds, 12% hits; Potency, µM (titrated, usually from 46.2 µM), for inactives: top-dose activity change, negative = growth inhibition, most hits filed as inhibitors; chicken DT40 Tdp1-/-;hTDP1 cells + 20 nM CPT, ATP luminescence, 48 h; also: nearly all actives have a fitted effect of over 55% in size
#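 Chicken DT40 Tdp1-/- cells complemented with human TDP1, 400 cells/well, exposed to compounds plus 20 nM camptothecin for at least 48 h at 37 C; viability read as ATP content by CellTiter-Glo luminescence.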
# * hit, by the source's call; ? = inconclusive; · = no result given; & = joins results of further samples; ! = a repeat was not active; [ ] = another dose, or the depositor's remark. Calls follow the shape of the dose curve; as a rule, active = well fitted curve in the direction sought with a large enough effect; inconclusive = small, poorly fitted or top-dose-only effect, or another doubt; inactive = no such curve, though single readings can be large; an effect the other way counts as inactive or inconclusive. % is scaled to controls: 0 for no effect and ±100 for the full control effect; potency is read from the fitted curve at half-maximal effect. A portion of the library; the hit share may differ from the screen's.
SMILES,FEN1 inhibitor,GCN5L2 inh,TDP1 cell CPT
Cc1ccc(C2SCC(=O)Nc3c2c(=O)[nH]n3C2CCOC(C)(C)C2)cc1 (centres undefined),-1%,-3%,-8%
N#CC(C#N)=Cc1cc(O)c(O)c(O)c1,·,-30%,9.4µM*
COc1ccc(OC)c(CN2CCN(C(=O)COc3cccc(C)c3)CC2)c1,-3%,2%,26µM*
COc1ccc(N=C2SCCCN2C)cc1,-3%,-5%,-7%
CO[C@H](C(=O)[C@@H](O)[C@@H](C)O)C1Cc2cc3cc(O[C@H]4C[C@@H](O[C@H]5C[C@@H](O)[C@H](O)[C@@H](C)O5)[C@@H](O)[C@@H](C)O4)c(C)c(O)c3c(O)c2C(=O)[C@H]1O[C@H]1C[C@@H](O[C@H]2C[C@@H](O[C@H]3C[C@](C)(O)[C@H](O)[C@@H](C)O3)[C@H](O)[C@@H](C)O2)[C@H](O)[C@@H](C)O1 (some centres undefined),·,8%,0.075µM*
CCOc1ccc2c(c1)c(C(C)=O)c(C)n2Cc1ccco1,-19%,1%,?
Cc1ccc2ccccc2c1NC(=O)CNC1CCCCC1,-3%,-1%,-28%
O=C(O)Cn1cc(/C=C2\C(=O)NC(=O)N(c3ccc(Cl)cc3)C2=O)c2ccccc21,?,-14%,-4%
Cc1cccc(N=Nc2ccc(N(C)C)cc2)c1,8%,-10%,-3%
O=C(Nc1ccc2c(c1)OCO2)c1cn(Cc2ccc(F)cc2)nn1,3%,-8%,-24%
COC(=O)C1=C(c2cc3ccccc3s2)C[C@@H]2CC[C@H]1N2C(=O)NCC1CC1,-11%,·,?
O=C(C1CCN(S(=O)(=O)N2CCOCC2)CC1)N1CCC2(CC1)OCCO2,1%,1%,-19%
C#CC[N+]1(C)[C@@H]2CC[C@H]1CC(OC(=O)C(CO)c1ccccc1)C2 (some centres undefined),-10%,-11%,14%
CCCCCn1c(=O)c(C(=O)Nc2ccccc2)c(O)c2ccccc21,-3%,-9%,4.1µM*
CCOc1ccc(NCc2cccn2-c2nnc(N3CCC(C(=O)NCC(C)c4ccccc4)CC3)s2)cc1 (centres undefined),6%,-7%,23µM*
COC1C(O)C(C)O[C@@H](OC2CC[C@@]3(C)C4CC[C@]5(C)C(C6=CC(=O)OC6)CC[C@@]5(O)C4CC[C@@H]3C2)C1O (some centres undefined),·,3%,1µM*
Oc1c(Cl)cccc1Cc1cc(Cl)cc(Cl)c1O,-5%,·,?
CN1[C@@H](CC(=O)c2ccccc2)CCC[C@H]1C[C@H](O)c1ccccc1,-9%&8%,-4%&0%&14%&-6%&-3%,24µM*!
O=[N+]([O-])c1cccc(CN2CC=C(c3ccc(F)cc3)CC2)c1,-15%,-6%,?
COP(=O)(NS(=O)(=O)c1ccccc1)OC,0%,-11%,3%
Cc1cccc(NC(=S)N2CC3CC(C2)c2cccc(=O)n2C3)c1C (centres undefined),-1%,-6%,-13%
O=C(N/N=C/c1c(O)n(Cc2ccc(F)cc2)c(=S)[nH]c1=O)c1ccncc1,-22%,-26%,6%
CCCCCSc1cc(O)c(C(CNC)C(C)C)cc1OC (centres undefined),0%,-12%,?
Cc1cccc(N=Cc2c(O)n(C)c(=O)n(C)c2=O)c1,14%,-12%,20%
CCOC(=O)Cn1cc(C=C2C(=O)N(C)C(=O)N(C)C2=O)c2ccccc21,-14%,-24%,3%

# (next part)
SMILES,FEN1 inhibitor,GCN5L2 inh,TDP1 cell CPT
COc1ccc2c(c1)NP(=S)(c1ccccc1)N2 (centres undefined),-3%,·,?
CN1C2CCC1CC(OC(=O)CCN1CCCC1)C2 (centres undefined),-3%,0%,-8%
CCc1c(C)nc(N)nc1N1N=C1SCC(=O)OC,0%,-6%,4%
COc1cccc(CN2CCNCC2)c1,1%,-3%,-14%
COC(=O)C1=C(c2ccc3ccccc3c2)C[C@@H]2CC[C@H]1N2C,11%,-4%,?
CC(C)=O,·,32%,?
c1ccc(CN2CCCC3(CCNCC3)C2)cc1,·,13%,?
CCOc1ccc(N2C(=O)/C(=C/c3ccco3)C(=O)NC2=S)cc1,?,22µM*,-14%
CCn1c(C)cc(/C=C2\C(=O)NC(=O)N(c3ccccc3C)C2=O)c1C,0%,-2%,-3%
CCN(CC)c1ccc(N=Cc2c(O)n(CCC3=CCCCC3)c(=O)[nH]c2=O)cc1,-6%,-2%,?
CC#CP(=O)(OCC)C(O)(c1ccccc1)C(F)(F)F (centres undefined),-2%,0%,-7%
CN1CCC2(CC1)CCN(C(=O)Oc1ccccc1)CC2,·,8%,5%
O=c1[nH]c(O)c(N=Nc2cc(C(F)(F)F)ccc2Cl)c(=O)[nH]1,1%,0%,?
CNS(=O)(=O)c1ccc(N=Cc2c(O)n(-c3ccc(C)cc3)c(=O)[nH]c2=O)cc1,2%,-11%,1%
O=C(c1ccc(C(F)(F)F)cc1)C1CCCN(C2CCSCC2)C1 (centres undefined),8%,-4%,?
Cc1c2cnn(CC(=O)N3CCC4(CC3)OCCO4)c(=O)c2c(C)n1Cc1ccccc1,-13%,-13%,-7%
c1ccc2c(c1)[I+]c1ccccc1-2,50µM*,-3%,0.079µM*
N=C1c2ccccc2CN1NC(=O)c1ccco1,1%,-3%,10%
C=C1C=C(C(F)F)n2ncc(C(=O)NCc3ccccc3F)c2N1,-30%,·,?
Cc1cc(/C=C2\C(=O)NC(=O)N(c3ccc(Br)cc3)C2=O)c(C)n1C,-7%,-7%,1%
C=C1C2CC[C@@]3(C)C(c4ccoc4)OC(=O)C[C@@]13OC1CC(=O)C(C)(C)C(C(OC(C)=O)C(=O)OC)[C@@]12C (some centres undefined),·,-3%,?
Cc1c(C(=O)N2CCC3(CC2)OCCO3)sc2ncnc(N3CCN(c4ccccn4)CC3)c12,-5%,-4%,21µM*
CCCC(=O)NC(Oc1ccccc1Cl)C(Cl)(Cl)Cl (centres undefined),-14%,1%,-11%
CN1C(=O)N(C)C(=O)C2(Cc3cc(NC(=O)c4ccccc4)ccc3N3CCCC32)C1=O (centres undefined),-11%,0%,-1%
O=c1cccc2n1CC1CC2CN(C(c2ccccc2)c2sc3ncnn3c2O)C1 (centres undefined),-3%,-2%,-7%

# Other results follow:
SMILES,FEN1 inhibitor,GCN5L2 inh,TDP1 cell CPT
CCOC(=O)c1oc2ccc(S(=O)(=O)n3nc(-c4ccc(Br)cc4)cc3N)cc2c1C,15%,2%,21µM*
CCN1CCN(C(=O)COc2ccc(S(=O)(=O)N(C)Cc3ccccc3)cc2)CC1,-8%,·,-18%
COc1ccccc1CC1/C(=N/O)C2CCN1CC2 (centres undefined),-12%,-2%,-7%
COc1ccc(S(=O)(=O)NC(CC(=O)N2CCC3(CC2)OCCO3)C(C)C)cc1 (centres undefined),-3%,-4%,-5%
COc1ccc(CCN)cc1,·,3%,-19%
O=c1[nH]c(=O)n(Cc2ccco2)c(O)c1C=NC1CCN(Cc2ccccc2)CC1,32%,-1%,?
CC(C)n1cnc2c(C(=O)N[C@H]3CN4CCC3CC4)cc(Cl)cc21,·,2%&-6%,?
O=C(CNC(=O)OCc1ccccc1)Nc1ccc(Br)cc1C(=O)c1ccccc1,-16%,-8%,?
CC1(C)C(c2ccccc2)=NC(c2cccnc2)N1O (centres undefined),4%,0%,?
O=C1NC(=O)C(=Cc2ccc3ccccc3c2)C(=O)N1,?,-3%,7%
COC(=O)C1=C(c2ccc3ccccc3c2)C[C@@H]2CC[C@H]1N2C(=O)N1CCC(O)CC1,-6%,-5%,?
CC(C)(C)n1cc(C(=O)c2ccccc2OCCCF)cn1,3%,1%,16%
CC(C)NC[C@H](O)c1ccc(N)c(C#N)c1,·,-6%,1%
O=C1NC(=O)C(=Cc2ccsc2)C(=O)N1,4%,9%,5%
COC(=O)C1=C(c2ccc(-c3ccccc3)c(F)c2)C[C@@H]2CC[C@H]1N2C(=O)NC1CC1,10%,1%,4.1µM*
CCOP(=S)(OCC)SCSc1ccc(Cl)cc1,·,5%,-10%
COc1ccc(CC(=O)N(C)C2CCCN(Cc3ccccc3F)C2)cc1OC (centres undefined),15%,-13%,2%
C#C[C@]1(O)CC[C@H]2[C@@H]3CCC4=Cc5nc6nc7ccccc7n6cc5C[C@]4(C)[C@H]3CC[C@@]21C,-8%,-30%,?
COC(=O)c1c(C)n(Cc2ccccc2)c2ccc(O)cc12,9%,-2%,-24%
CC(CC(C#N)(c1ccccc1)c1ccccc1)N(C)C (centres undefined),-7%,0%,?
COc1ccc(CC2c3cc(OC)c(OC)cc3CCN2C)cc1OC (centres undefined),1%,-5%,18µM*!
CC[C@H](C)/C=C(C)/C=C/C1=CC2=C(Cl)C(=O)[C@](C)(OC(C)=O)C(=O)C2=CO1,?,?,?
O=C1NC(=O)C(=Cc2c(Cl)cccc2Cl)C(=O)N1,2%,·,12µM*
CC1=C(C)[N+](=O)C2CCCCC2N1[O-] (centres undefined),-2%,0%,?
COC(=O)C1=C(c2cc3ccccc3o2)C[C@@H]2CC[C@H]1N2C(=O)NC(C)C,-6%,·,23µM*

# (cont.)
SMILES,FEN1 inhibitor,GCN5L2 inh,TDP1 cell CPT
O=C1C(Cl)=C(Cl)C(=O)C(Cl)=C1Cl,·,?,4.6µM*
COc1ccc(Cl)cc1NC(=O)CSc1ncnc2c1oc1ccccc12,2%,-1%,?
O=[N+]([O-])c1ccc(N2CCNCC2)cc1N1CCCCC1,14%,-2%,?
O=C(CCCc1nc(-c2ccc(Cl)cc2)no1)NCC1CCCO1 (centres undefined),-3%,0%,?
CC(C)(O)C1C2OC(=O)C1C1(O)CC3OC34C(=O)OC2C14C (centres undefined),-2%,·,-1%
COc1cc(CN2CCNCC2)cc(OC)c1OC,2%,-8%,31%[activator]
O=C(Cc1cc(=O)[nH]c(=O)[nH]1)N1CCN(CCO)CC1,-13%,0%,-3%
CCN(C(C)=O)c1cccc(-c2ccnc3c(C#N)cnn23)c1,·,?,4%
Cc1ccc(-n2c(O)c(/C=N/N3CCOCC3)c(=O)[nH]c2=S)cc1,-6%,33%[activator],-2%
CC(C)COC(=O)n1c(=O)oc2cc(S(=O)(=O)N3CCCCC3)ccc21,-15%,0%,?
Cc1nc2c(c(C)nn2-c2ccccc2)c(C)c1CCC(=O)N1CCC2(CC1)OCCO2,-15%,1%,?
O=C(O)c1[nH]n(-c2ccc(S(=O)(=O)O)cc2)c(=O)c1N=Nc1ccc(S(=O)(=O)O)cc1,-17%,·,?
CC(CN1CCOCC1)OC(=O)Cc1ccccc1 (centres undefined),2%,1%,4%
COP(=S)(OC)c1c(C)nn(CCC#N)c1NC(=O)c1ccc(Cl)cc1,13%,-5%,0%
CC1CCN(C(=O)CCl)CC1,2%,0%,?
CCCC(=O)c1ccc(CP(=O)(OCC)OCC)o1,18%,-10%,1%
